p53null 32C kill – qHTS Screen for Compounds that Selectively Target Cancer Cells with p53 Mutations: Cytotoxicity of p53 Null Cells at the Permissive Temperature | H1299-neo p53 null cells, ATP luminescence, 24 h, 32C | Potency, µM (doses to about 46.1 µM), for inactives: at the top dose activity change, negative = cytotoxicity, most hits filed as cytotoxic | hit rate 0.62% among 55,000 | AID 903, 2007;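 note: 0% = DMSO only and -100% = full killing by 100 µM tamoxifen; nearly all actives have a fitted effect of over 55% in size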
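H1299-neo (p53 null) cells, 600/well, treated 24 h at 32C with compound up to 46 uM; ATPlite luminescence viability, normalized to DMSO and 100 uM tamoxifen; AC50 by Hill fit.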
p53null 39C kill – qHTS Screen for Compounds that Selectively Target Cancer Cells with p53 Mutations: Cytotoxicity of p53 Null Cells at the Nonpermissive Temperature | Potency, µM (top dose mostly 46.1 µM), inactives show top-dose activity, negative = cell killing, hits mostly cytotoxic | hit rate 0.97% among 55,000 | H1299 p53-null (neo) cells, 39C, ATPlite viability, 24 h | AID 904, 2007;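 note: 0% = DMSO only and -100% = full killing by 100 µM tamoxifen; nearly all actives have a fitted effect of over 50% in size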
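Following overnight plating at 37C (600 cells/well), H1299-neo or H1299-p53A138V cells are dosed up to 46 uM. Incubation lasts 24 hr at 39C before ATP detection.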
Active calls of the source: *; [ ] = dose if it differs, or a comment. Calls come from the whole dose curve; as a rule, active = well fitted cell-killing curve with a large enough effect; inconclusive = small, poorly fitted or top-dose-only effect; inactive = no such curve, though single readings can be large or run the other way. Potency is the fitted concentration of half-maximal effect. A portion of the library. The share of hits here may be higher or lower than overall.

Results for CCOC(=O)C1CCCN(C(=O)CNS(=O)(=O)c2ccc(Br)s2)C1 (stereo unspecified) ?
p53null 32C kill: 6%; p53null 39C kill: 16%

What do the screens show for `COCCSc1nc2c(c(=O)[nH]c(=O)n2C)n1Cc1cccc(C)c1`?
p53null 32C kill: 20%; p53null 39C kill: 14%

How did CCOC(=O)N1CCN(C(=O)CSCC(=O)Nc2nc(-c3cccs3)cs2)CC1 do in these assays?
p53null 32C kill: -2%; p53null 39C kill: -9%

Results for COc1ccc(NC(=O)CSc2nnc(Cn3cnc4ccccc43)n2C)cc1 ?
p53null 32C kill: -2%; p53null 39C kill: 0%

How did CC(=O)C1=C(C)NC(=O)NC1c1cc(Br)ccc1OCC#N (stereo unspecified) do in these assays?
p53null 32C kill: 4%; p53null 39C kill: 12%

How did CC(=O)Nc1nnc(C)s1 do in these assays?
p53null 32C kill: 19%; p53null 39C kill: -8%

How did COC(=O)NC1CCS(=O)(=O)C1 (stereo unspecified) do in these assays?
p53null 32C kill: 1%; p53null 39C kill: 7%

Results for Cc1cc(Cl)ccc1NC(=S)N1CCN(Cc2ccccc2)CC1 ?
p53null 32C kill: 6%; p53null 39C kill: 14%[1.84 µM]

How did Nn1c(SCC(=O)NC2CCCCC2)nnc1-c1ccc(Cl)cc1 do in these assays?
p53null 32C kill: -3%; p53null 39C kill: 29%

How did CCCc1nnc(NC(=O)C(C)N2C(=O)C3C4C=CC(C4)C3C2=O)s1 (stereo unspecified) do in these assays?
p53null 32C kill: 2%; p53null 39C kill: 20%

How did Cc1cccc2c(=O)c(C(=O)NCCCN3CCOCC3)c[nH]c12 do in these assays?
p53null 32C kill: -6%; p53null 39C kill: 10%

What do the screens show for `COC(=O)Nc1ccc(S(=O)(=O)N2CCCCCC2)cc1`?
p53null 32C kill: -5%; p53null 39C kill: -5%

Results for Cc1ccc(C(c2nnnn2CS(=O)(=O)c2ccc(C)cc2)N2CCN(c3ncccn3)CC2)cc1 (stereo unspecified) ?
p53null 32C kill: 9%; p53null 39C kill: -4%

Results for COc1ccc(NC(=O)C(NC(=O)Cc2cccs2)c2ccccc2)cc1 (stereo unspecified) ?
p53null 32C kill: 7%; p53null 39C kill: -1%

What do the screens show for `CCN(CC)c1ccc(/C=N/NS(=O)(=O)c2cccc([N+](=O)[O-])c2)cc1`?
p53null 32C kill: -9%; p53null 39C kill: -6%[1.84 µM]

Gathered by group, the compounds so far with a thiophene ring, fused or not (three)
Results for CCOC(=O)C1CCCN(C(=O)CNS(=O)(=O)c2ccc(Br)s2)C1 (stereo unspecified) ?
p53null 32C kill: 6%; p53null 39C kill: 16%

How did CCOC(=O)N1CCN(C(=O)CSCC(=O)Nc2nc(-c3cccs3)cs2)CC1 do in these assays?
p53null 32C kill: -2%; p53null 39C kill: -9%

Results for COc1ccc(NC(=O)C(NC(=O)Cc2cccs2)c2ccccc2)cc1 (stereo unspecified) ?
p53null 32C kill: 7%; p53null 39C kill: -1%

(next part)
How did CCC(=O)N/C(=N/c1nc(C)cc(C)n1)Nc1ccc(OC)cc1 do in these assays?
p53null 32C kill: 2%; p53null 39C kill: 0%

What do the screens show for `COc1ccccc1NC(=O)CSc1nnc(Cn2c(=O)sc3ccccc32)n1C`?
p53null 32C kill: 2%; p53null 39C kill: 12%

What do the screens show for `CSC1=NC2(CC(c3ccccc3)Oc3cc(O)ccc32)CC(C)(C)N1` (stereo unspecified)?
p53null 32C kill: 1%; p53null 39C kill: -1%

Results for CC1CCC2(CC1)NC(=O)N(CC(=O)Nc1ccc(N3CCOCC3)cc1)C2=O (stereo unspecified) ?
p53null 32C kill: -4%; p53null 39C kill: 5%

How did C=COCCNC(=O)Nc1ccc(Cl)c(Cl)c1 do in these assays?
p53null 32C kill: 0%; p53null 39C kill: -19%

How did CCCOc1cccc(C(=O)N(Cc2ccco2)C2CCS(=O)(=O)C2)c1 (stereo unspecified) do in these assays?
p53null 32C kill: -9%; p53null 39C kill: -5%

What do the screens show for `Cc1cc2c(cc1C)N(C(=O)CSc1nncn1C)C(C)(C)c1ssc(=S)c1-2`?
p53null 32C kill: 0%; p53null 39C kill: 6%

What do the screens show for `CC(C)CC(=O)N1CCN(CC2CC=CCC2)CC1` (stereo unspecified)?
p53null 32C kill: -8%; p53null 39C kill: 0%

What do the screens show for `O=C(NCCCCc1ccccc1)c1ccc(Br)o1`?
p53null 32C kill: 2%; p53null 39C kill: 21%

What do the screens show for `Cc1nn(-c2ccccc2)c(Cl)c1/C=N/NC(=O)OC(C)(C)C`?
p53null 32C kill: -15%; p53null 39C kill: -17%[1.84 µM]

Results for Cc1ccc(C(c2nnnn2C(C)(C)C)N2CCC(C)CC2)cc1 (stereo unspecified) ?
p53null 32C kill: -4%; p53null 39C kill: 14%

Results for CC(C)COc1ccc(CN=C(N)N=C(N)N)cc1Cl ?
p53null 32C kill: -17%; p53null 39C kill: -2%[1.84 µM]

What do the screens show for `CC(C)c1ccc2c(c1)C1(NN=C(c3ccccc3)S1)C(=O)N2` (stereo unspecified)?
p53null 32C kill: 3%; p53null 39C kill: -28%

Results for Nc1ccc(CN2CCCCCC2)cc1 ?
p53null 32C kill: 4%; p53null 39C kill: 6%

Results for C=CCSc1nc2c(c(=O)[nH]c(=O)n2C)n1Cc1ccc(C)cc1 ?
p53null 32C kill: -3%; p53null 39C kill: inconclusive

For convenience, three of the compounds above.
What do the screens show for `CC(C)c1ccc2c(c1)C1(NN=C(c3ccccc3)S1)C(=O)N2` (stereo unspecified)?
p53null 32C kill: 3%; p53null 39C kill: -28%

Results for Nc1ccc(CN2CCCCCC2)cc1 ?
p53null 32C kill: 4%; p53null 39C kill: 6%

Results for C=CCSc1nc2c(c(=O)[nH]c(=O)n2C)n1Cc1ccc(C)cc1 ?
p53null 32C kill: -3%; p53null 39C kill: inconclusive

(more compounds)
Results for CCCCC(=O)NNC(=S)NC(=O)CCC ?
p53null 32C kill: -10%; p53null 39C kill: -10%

How did c1ccc(N2CCN(c3ccccc3)C2c2cccnc2)cc1 do in these assays?
p53null 32C kill: -9%; p53null 39C kill: -15%

What do the screens show for `COC(=O)CCC(=O)N1CCOCCOCCN(C(=O)CCC(=O)OC)CCOCCOCC1`?
p53null 32C kill: 2%; p53null 39C kill: 2%

What do the screens show for `Cc1ccccc1-c1nc(-c2ccc(NC(=O)c3ccc(Br)o3)cc2)no1`?
p53null 32C kill: -7%; p53null 39C kill: 8%

What do the screens show for `COc1ccc(C(c2nnnn2CS(=O)(=O)c2ccc(C)cc2)N2CCN(c3ncccn3)CC2)cc1` (stereo unspecified)?
p53null 32C kill: 3%; p53null 39C kill: 8%

Results for CCOC(=O)c1[nH]c2ccc(OC)cc2c1NC(=S)N1CCN(c2ccc(F)cc2)CC1 ?
p53null 32C kill: -7%; p53null 39C kill: 22%[1.84 µM]

How did CSc1c(C#N)c(N)c(C#N)c2c1COC(C)(C)C2 do in these assays?
p53null 32C kill: 1%; p53null 39C kill: -7%

How did CCC(C)NC(=O)CNS(=O)(=O)c1ccc(C)cc1 (stereo unspecified) do in these assays?
p53null 32C kill: 14%; p53null 39C kill: 5%

What do the screens show for `Cc1ccc(-n2c(N)c(C(=O)Nc3c(C)n(C)n(-c4ccccc4)c3=O)c3nc4ccccc4nc32)cc1C`?
p53null 32C kill: 10%; p53null 39C kill: -9%[1.84 µM]

Results for O=C(CSc1nc2ccccc2[nH]1)N=Nc1c(O)[nH]c2ccccc12 ?
p53null 32C kill: -4%; p53null 39C kill: 19%

Results for CC/C(=N/Nc1ccccc1Cl)c1cnnc(-c2ccccc2)n1 ?
p53null 32C kill: -1%; p53null 39C kill: 5%

Results for Cc1ccc(N=C2CCCCCN2C)c(C#N)c1 ?
p53null 32C kill: 16%; p53null 39C kill: 2%

Results for CCOC(=O)c1c(N)nn(C(=O)CC)c1-c1ccccc1 ?
p53null 32C kill: -1%; p53null 39C kill: 20%

What do the screens show for `O=C(NCC(=O)N(Cc1cccs1)C(C(=O)NC1CCCCC1)c1cccnc1)c1ccco1` (stereo unspecified)?
p53null 32C kill: 0%; p53null 39C kill: 5%

What do the screens show for `Cc1cc(C=C2C(=O)c3ccccc3C2=O)c(C)n1C`?
p53null 32C kill: 1%; p53null 39C kill: -8%

What do the screens show for `CCn1ncc(CNC(=O)CCCSc2nc(-c3ccco3)cc(C(F)(F)F)n2)c1C`?
p53null 32C kill: 6%; p53null 39C kill: 22%

Results for O=C(N1CCCC1)C12CC3CC(CC(C3)C1)C2 ?
p53null 32C kill: -7%; p53null 39C kill: -17%

What do the screens show for `COc1ccc(N(C(=O)c2ccco2)C(C(=O)NC2CCCCC2)c2cccs2)cc1OC` (stereo unspecified)?
p53null 32C kill: -6%; p53null 39C kill: -11%

What do the screens show for `Cc1cc(NC(=O)CCC(=O)N(CC(=O)NCC2CCCO2)Cc2ccc(F)cc2)no1` (stereo unspecified)?
p53null 32C kill: -6%; p53null 39C kill: 3%

Results for CN1CCN(C2=C(Cl)C(=O)C(c3cnc(N4CCCCC4)s3)=C(Cl)C2=O)CC1 ?
p53null 32C kill: 14%; p53null 39C kill: -20%

What do the screens show for `Cc1ccc(OCC(=O)Nn2cnnc2)c(Br)c1`?
p53null 32C kill: -7%; p53null 39C kill: -6%

How did CCN1C(=O)/C(=C\N(C(C)=O)c2ccccc2)OC1=S do in these assays?
p53null 32C kill: 1%; p53null 39C kill: -7%

How did CC1CC(=S)Nc2ccccc2S1 (stereo unspecified) do in these assays?
p53null 32C kill: -2%; p53null 39C kill: -6%

What do the screens show for `C=CCOC(=O)C1=C(C)Nc2[nH]c(=O)[nH]c(=O)c2C1c1cccc(OC)c1` (stereo unspecified)?
p53null 32C kill: 10%; p53null 39C kill: 19%

How did Cc1nc2ncccn2c1-c1csc(NCc2ccco2)n1 do in these assays?
p53null 32C kill: 0%; p53null 39C kill: -16%

How did COc1ccc(C2=[N+]([O-])C(C)(C)N(O)C2C)cc1 (stereo unspecified) do in these assays?
p53null 32C kill: -3%; p53null 39C kill: 5%

Results for CCOC(=O)N1CCC(Nc2ncnc3c2cnn3-c2ccccc2)CC1 ?
p53null 32C kill: -7%; p53null 39C kill: -8%

Results for Cc1ccc(OCCn2c(Br)nc3c2c(=O)n(C)c(=O)n3C)cc1 ?
p53null 32C kill: -5%; p53null 39C kill: 1%

How did COc1cccc(-n2nnc3c(=O)n(CC(=O)OCc4ccccc4)cnc32)c1 do in these assays?
p53null 32C kill: -1%; p53null 39C kill: 2%

Results for COC(=O)c1ccc(=O)n(Cc2ccco2)c1 ?
p53null 32C kill: 1%; p53null 39C kill: 21%

3 structures out of the list, sorted by count of non-hydrogen atoms, highest first:
How did CCCOc1cccc(C(=O)N(Cc2ccco2)C2CCS(=O)(=O)C2)c1 (stereo unspecified) do in these assays?
p53null 32C kill: -9%; p53null 39C kill: -5%

What do the screens show for `COCCSc1nc2c(c(=O)[nH]c(=O)n2C)n1Cc1cccc(C)c1`?
p53null 32C kill: 20%; p53null 39C kill: 14%

Results for Cc1ccc(OCCn2c(Br)nc3c2c(=O)n(C)c(=O)n3C)cc1 ?
p53null 32C kill: -5%; p53null 39C kill: 1%

Carrying on:
Results for Cc1cccc(OCc2nnc(NC(=O)Cc3cccs3)s2)c1 ?
p53null 32C kill: -6%; p53null 39C kill: -1%

What do the screens show for `CC(C)(C)C1CCc2c(sc3nc(SCC(N)=O)nc(N)c23)C1` (stereo unspecified)?
p53null 32C kill: 1%; p53null 39C kill: -9%

How did O=C(NCCCN1CCCC1=O)c1ccc2c(=O)n(Cc3ccco3)c(=S)[nH]c2c1 do in these assays?
p53null 32C kill: -3%; p53null 39C kill: -10%

Results for CCOc1ccc(Cn2c(O)cc(=O)[nH]c2=O)cc1 ?
p53null 32C kill: 1%; p53null 39C kill: 8%

Results for CCOC(=O)CCCNS(=O)(=O)c1c(C)ccc2nsnc12 ?
p53null 32C kill: -3%; p53null 39C kill: -15%

What do the screens show for `CCCCNC(=S)NNC(=O)c1cccnc1`?
p53null 32C kill: -7%; p53null 39C kill: 2%

How did O=C(CSc1nnc(-c2ccccc2)n1-c1ccc(Cl)cc1)N/N=C/c1ccco1 do in these assays?
p53null 32C kill: -8%; p53null 39C kill: 2%

How did C/C(=N\NC(=O)CNC(=O)C(c1ccccc1)c1ccccc1)c1ccc(C)cc1 do in these assays?
p53null 32C kill: 8%; p53null 39C kill: 6%

How did CCCCOc1ccc(S(=O)(=O)Nc2ccc(NC(C)=O)cc2)cc1 do in these assays?
p53null 32C kill: 12%; p53null 39C kill: 14%

Results for c1ccc(-c2cn3c(n2)SCC3)cc1 ?
p53null 32C kill: -17%; p53null 39C kill: inconclusive

What do the screens show for `COC(=O)C(NC(=O)COc1ccccc1)(Nc1nc2c(s1)CCCC2)C(F)(F)F` (stereo unspecified)?
p53null 32C kill: 13%; p53null 39C kill: -19%

Results for C=CCn1c(=O)c2ccccc2n2c(SC(C)C(=O)Nc3nc(-c4ccccc4)cs3)nnc12 (stereo unspecified) ?
p53null 32C kill: 2%; p53null 39C kill: 7%

What do the screens show for `OCCN1CCN(c2nc(NCc3ccco3)c3ccccc3n2)CC1`?
p53null 32C kill: -7%; p53null 39C kill: 0%

How did CC(=O)N1CCN2C(=O)C1CCCC(=O)c1cc(C)ccc12 (stereo unspecified) do in these assays?
p53null 32C kill: 2%; p53null 39C kill: 2%

Bioassay records as filed in PubChem BioAssay.
